Screens from PubChem BioAssay.
SRC2 inh: human SRC2 (NCOA2) inhibition; inhibition, % at 9 µM; Q15596; hit rate 0.17% among 370,000; HEK293 GAL4-SRC2 luciferase reporter, luminescence; AID 651957;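 active = inhibition above the mean inhibition of all tested compounds plus 3 SD, set per campaign, cut at about 52% in these data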;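 also: 0% = DMSO treated cells and 100% = cells given Gossypol at 36 µM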
COUP-TFII inh: NR2F2 (human) inhibition, primary screen. P24468. hit rate 0.7% among 370,000. HEK293T NGFI-A luciferase reporter, luminescence. AID 686940. inhibition, % at 8.6 µM;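 active = inhibition above a per-plate cutoff, mean inhibition of test wells between control levels plus 3 SD, cut at about 38% in these data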;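 also: cells cotransfected with COUP-TFII expression vector driving the NGFI-A reporter; 0% = median of COUP-TF2 test wells and 100% = reporter-only cells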
Target sequence (P24468 whole entry, looked up): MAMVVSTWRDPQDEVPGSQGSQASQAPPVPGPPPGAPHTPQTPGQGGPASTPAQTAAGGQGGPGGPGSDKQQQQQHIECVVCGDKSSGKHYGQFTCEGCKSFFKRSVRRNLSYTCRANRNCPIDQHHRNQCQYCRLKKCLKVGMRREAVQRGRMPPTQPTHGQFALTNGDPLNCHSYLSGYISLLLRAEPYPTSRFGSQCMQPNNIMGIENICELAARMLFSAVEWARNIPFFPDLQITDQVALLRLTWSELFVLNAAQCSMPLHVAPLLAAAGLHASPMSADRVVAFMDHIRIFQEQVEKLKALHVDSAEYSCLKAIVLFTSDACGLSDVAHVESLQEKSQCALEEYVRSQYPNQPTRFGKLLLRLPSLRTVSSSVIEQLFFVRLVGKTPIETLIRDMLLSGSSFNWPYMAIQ
An asterisk follows results filed as active; & = joins results of further samples. Not all compounds are listed (hit frequency here may not be typical).

cpd	Molecule	COUP-TFII inh	SRC2 inh
1	CCCN1CCCCC(NC(=O)c2cccs2)C1=O (centres undefined)	-4	2
2	CCCCCn1nnnc1C1(C)Cn2nccc2C(=O)N1Cc1ccco1 (centres undefined)	8	-14
3	S=C(NCc1cccc(Cl)c1)OC1CCC12CCC(c1ccccc1)CC2 (centres undefined)	20	-21
4	CC(C)(C)c1ccc(-c2nnc3n2N=C(c2ccc(-c4ccccc4)cc2)CS3)cc1	14	-1
5	CCC[C@H](/C=C/C(=O)OC(C)(C)C)Sc1ccc(N)cc1	11	-13
6	O=C(Nc1ccc(Br)cc1)OCCN1C(=O)CCC12CCC(c1ccccc1)CC2 (centres undefined)	-11	7
7	CCOC(=O)[C@@]12CCCC3=C1N(CCC3)C(=O)[C@H]2CC(=O)NCCCOC	5	-11
8	N[C@H](C(=O)N[C@@H](Cc1ccccc1)C(=O)N1CCC2CCN(S(=O)(=O)c3ccccc3)CC21)c1ccccc1 (some centres undefined)	-59	-32
9	CC1=CC2(C(Cc3ccccc3)N(CC3CC3)C(=NC(=O)c3ccccc3)N2C(=O)OCc2ccccc2)n2c(=O)n(-c3ccccc3)c(=O)n2C1 (centres undefined)	-9	-2
10	CCCCNS(=O)(=O)CC1NCc2cc(F)ccc21 (centres undefined)	7	-2
11	Cc1cc(OC(C)CCN2CCC(C(O)(c3ccccc3)c3ccccc3)CC2)ccc1Br (centres undefined)	-7	5
12	O=C(NCc1cccs1)C1CCC(CNS(=O)(=O)c2cccc3cccnc23)CC1 (centres undefined)	5	-12
13	COC(=O)[C@]12C[C@H](CC(=O)NCC3CCCCC3)C(=O)N(CCc3ccc(OC)c(OC)c3)C1=C[C@H](C1CCCC1)O[C@@H]2C	10	-24
14	COc1cc(-n2c(C)nc3cc(C(=O)N4CC(C)CC(C)C4)ccc32)cc(OC)c1OC (centres undefined)	-7	-10
15	O[C@H](COc1ccccc1)CN1CCC(C(O)(c2ccccc2)c2ccccc2)CC1	-2	-1
16	COc1ccc(OC)c(S(=O)(=O)NCC2CCN(C(=O)C(=O)c3cccs3)CC2)c1	3	8
17	COC[C@H]1CCCN1c1ccc2c(c1)OCCCN(C1CC1)S2(=O)=O	7	21
18	OC(c1ccccc1)(c1ccccc1)C1CCN(CCCOc2ccc(OC(F)(F)F)cc2)CC1	7	4
19	COc1ccc(Cn2c(NC(=O)c3ccccc3)nc(Cc3ccccc3)c2-c2ccccc2)c(OC)c1	-6	-16
20	O=C(CCc1ccccc1-c1ccccc1CCNC(=O)c1c(F)cccc1F)NCc1ccccc1	10	-36
21	COc1ccc([C@H]2OC(=O)C[C@H]2C(=O)N2CCN(C(=O)C3CCCO3)CC2)cc1OC (some centres undefined)	0	3
22	C=CCNCc1ccc(OC)cc1OC	11	1
23	Cc1cc(C)c(S(=O)(=O)N2C[C@H]3CON(C)[C@H]3C[C@H]2c2ccc(-n3ccnc3)cc2)c(C)c1	10	-4
24	Cc1cc(N2CCN(C(=O)OC(C)(C)C)C[C@H]2C)ccc1N1CCN(Cc2ccccc2)[C@@H](C)C1	25	7
25	COc1ccc(OC)c(S(=O)(=O)N2CCC(c3cn4ccccc4n3)CC2)c1	-5	8
26	CC(C)(C)c1ccc(S(=O)(=O)N2CCC(C(=O)NCCC3=CCCCC3)CC2)cc1	13	-8
27	COC(=O)[C@]12C[C@H](CC(=O)N3CCOCC3)C(=O)N(Cc3ccc4c(c3)OCO4)C1=C[C@H](C(C)C)O[C@@H]2C1CC1	6	-24
28	COC(=O)C1CN(Cc2ccc(F)cc2)CCS(=O)(=O)N1Cc1ccc(OC)cc1 (centres undefined)	5	-10
29	COc1cccc(C=NNC(=O)CSc2nc3ccccc3[nH]2)c1O	-2	32
30	Cc1cc(N2CCN(S(C)(=O)=O)C[C@H]2C)ccc1N1CCN(Cc2ccccc2)[C@H](C)C1	18	16
31	CC(C)(C)c1ccc(C#C[C@@H]2C=C[C@H](O)[C@@H](COC(=O)Nc3ccccc3)O2)cc1	24	-8
32	COc1ccc(OC)c(CN2C(=O)COc3ccccc3C2c2nnnn2C2CCCC2)c1 (centres undefined)	-3	7
33	O=C(NCc1ccccc1)[C@@H]1CCCN1C(=O)[C@@H](NS(=O)(=O)c1ccc(F)cc1F)C1CCCCC1	-11	-4
34	Cc1ccc2c(c1)C1CS(=O)(=O)N(CCc3ccccc3)C(=O)N1C2 (centres undefined)	2	-1
35	COC(=O)[C@]12C[C@H](CC(=O)NCCCN3CCCC3=O)C(=O)N(CCc3ccc(OC)c(OC)c3)C1=C[C@H](COCc1ccccc1)O[C@@H]2C	-4	19
36	C=CCCC1CN(Cc2ccc(OC)cc2)S(=O)(=O)c2c(Oc3ccc(F)cc3OC)cccc2O1 (centres undefined)	0	10
37	Cc1cccc(C)c1-n1nnnc1C1(C)CN(S(C)(=O)=O)CC(=O)N1Cc1ccc(F)cc1 (centres undefined)	-4	6
38	COC(=O)[C@]12C[C@H](CC(=O)NCCC(C)C)C(=O)N(Cc3ccc(Cl)cc3Cl)C1=C[C@H](C1CCCC1)O[C@@H]2C	-6	14
39	C[C@@H]1CN(c2ccc(N3CCNC[C@H]3C)cc2C#N)CCN1Cc1ccccc1	12	33
40	C#CCN1CC(N(C)CCOC(=O)c2cc(C)cc(C)c2)CS1(=O)=O (centres undefined)	-6	3
41	CC(C)NC(=O)N(C)C[C@@H]1OCc2cn(nn2)CCCC(=O)N([C@@H](C)CO)C[C@H]1C	1	5
42	O=C(CSc1nnc(-c2cccnc2)n1-c1ccc(Cl)cc1)c1ccc2ccccc2c1	4	2
43	CCOC(=O)C(C)Oc1ccsc1C(=O)OC (centres undefined)	-8	0
44	C=CCn1c(COc2ccc(C)cc2)nnc1SCC(=O)c1ccc(-c2ccccc2)cc1	9	17
45	O=C(Nc1cccc([N+](=O)[O-])c1)NC1CCCCN(Cc2ccc(Cl)cc2)C1=O (centres undefined)	12	8
46	Cc1ccccc1NC(=O)[C@@H]1CC(=O)O[C@@H]1c1ccccc1	2	-17
47	COc1ccccc1N1CCN(S(=O)(=O)c2ccc3c(c2)CCC(=O)N3)CC1	8	6
48	C=CCN1C(=O)[C@@H](CC(=O)NCc2cccc(C(F)(F)F)c2)[C@]2(C(=O)OC)CCCCC=C12	-2	12
49	CCCCCCCCN1C(=O)[C@@H](CC(=O)NCCCOC)C[C@@]2(C(=O)OC)C1=C[C@H](C1CCCC1)O[C@@H]2C	20	-16
50	CCN(CC)C(=O)CC[C@H]1CC[C@]2(CCCN(Cc3ccncc3)C2)O1	0	10
51	CC(c1ccc(NC(=O)OC(C)(C)C)cc1)c1cn(C)c2ccccc12 (centres undefined)	-15	-22
52	O=C(NC1CCCCN(Cc2cccc(C(F)(F)F)c2)C1=O)C1C2CC3CC(C2)CC1C3 (centres undefined)	17	-1
53	CCc1cc2c(nc1CC)CCCN2S(=O)(=O)c1ccc(C#N)cc1	17	23
54	Nc1[nH]c(C(=O)c2ccc(Cl)cc2)c(-c2ccc(Br)cc2)c1C(=O)c1c[nH]c2ccc(F)cc12	3	14
55	COc1ccc(-c2cc(C(=O)NN=Cc3cccn3C)[nH]n2)cc1	-7	-28
56	CCn1c(COc2ccc(Cl)cc2)nnc1SCC(=O)Nc1ccc(Oc2ccccc2)cc1	34	23
57	O=[N+]([O-])c1ccccc1NCc1ccc(Cl)cc1	2	-14
58	C=CC[C@H]1c2ccccc2[C@H]2N3N=Cc4ccccc4[C@H]3[C@H](CCCC)C(=O)N2N1C(=O)NCc1ccccc1	-9	15
59	Cc1cccc(-c2nnc(SCc3cccc4ccccc34)n2-c2ccc(Cl)cc2)c1	28	17
60	Cc1ccc2cc(/C=C3\N=C(c4ccccc4)OC3=O)c(N3CCOCC3)nc2c1	-6	-3

Laid out differently: 2 of the compounds above.
#48 C=CCN1C(=O)[C@@H](CC(=O)NCc2cccc(C(F)(F)F)c2)[C@]2(C(=O)OC)CCCCC=C12
#49 CCCCCCCCN1C(=O)[C@@H](CC(=O)NCCCOC)C[C@@]2(C(=O)OC)C1=C[C@H](C1CCCC1)O[C@@H]2C

assay / compound	48	49
COUP-TFII inh	-2	20
SRC2 inh	12	-16

Continuation.
cpd	Molecule	COUP-TFII inh	SRC2 inh
61	CCCC[C@H]1C2CC(OC(=O)Nc3ccc(C#N)cc3)C(C2)[C@H]2CCCCN21 (some centres undefined)	-2	-9
62	CCOc1cccc(SCc2noc(C(=O)NC(C)C)c2C(=O)O)c1	-8	-10
63	CC[C@@]1(c2cccc(Cl)c2)C(=O)N(C(=O)OC(C)C)N1C(=O)OC(C)C	1	31
64	CCOC(=O)[C@@]12CN(C(=O)OC(C)(C)C)CC=C1N(Cc1ccc(OC)cc1)C(=O)[C@H]2CC(=O)NCCC(C)C	-5	-5
65	O=C(NCCN1CCOCC1)c1cc(Cl)ccc1[N+](=O)[O-]	0	-7
66	CN1CCCCC(NC(=O)c2ccccn2)C1=O (centres undefined)	-3	-5
67	C[C@H]1[C@H](c2ccccc2)Oc2cccc(N3CCCC3)c2S(=O)(=O)N1Cc1cccc(F)c1	6	-2
68	Cc1ccc2c(=O)n3c(nc2c1)C(CC(C)C)NC(=O)c1ccc(Cl)cc1-3 (centres undefined)	2	-6
69	COc1cc(N2CCC(O)CC2)ccc1Nc1cc(Nc2ccccc2S(=O)(=O)C(C)C)c2cc[nH]c2n1	9	24
70	S=C(NCc1ccc(Cl)cc1)OC1CCC12CCC(c1ccccc1)CC2 (centres undefined)	6&3	16&6
71	CCCCCn1nnnc1C1(C)CCCCC(=O)N1Cc1ccco1 (centres undefined)	19	7
72	O=S(=O)(CC1NCc2cc(F)ccc21)NC1CCCC1 (centres undefined)	6	-16
73	C[C@@H]1CN(c2ccc(N3CCNC[C@@H]3C)cc2C#N)C[C@H](C)O1	-7	7
74	CC1CCN(C(=O)c2ncn3c2C(=O)N[C@H](C)C3)CC1	9	18
75	NCCCC(C(=O)O)N(C(=O)OCc1ccccc1)C(=O)OCc1ccccc1 (centres undefined)	6	-17

A draw from above in order of molar mass, low to high.
cpd	Molecule	COUP-TFII inh	SRC2 inh
55	COc1ccc(-c2cc(C(=O)NN=Cc3cccn3C)[nH]n2)cc1	-7	-28
3	S=C(NCc1cccc(Cl)c1)OC1CCC12CCC(c1ccccc1)CC2 (centres undefined)	20	-21
28	COC(=O)C1CN(Cc2ccc(F)cc2)CCS(=O)(=O)N1Cc1ccc(OC)cc1 (centres undefined)	5	-10
12	O=C(NCc1cccs1)C1CCC(CNS(=O)(=O)c2cccc3cccnc23)CC1 (centres undefined)	5	-12
37	Cc1cccc(C)c1-n1nnnc1C1(C)CN(S(C)(=O)=O)CC(=O)N1Cc1ccc(F)cc1 (centres undefined)	-4	6
13	COC(=O)[C@]12C[C@H](CC(=O)NCC3CCCCC3)C(=O)N(CCc3ccc(OC)c(OC)c3)C1=C[C@H](C1CCCC1)O[C@@H]2C	10	-24

Carrying on.
cpd	Molecule	COUP-TFII inh	SRC2 inh
76	CC(C)C[C@H](NC(=O)c1cccs1)C(=O)N1CCC[C@H]1C(=O)NCc1ccccc1	-11	18
77	Cc1ccc(-c2cc(-c3nnc(SCC(=O)N4c5ccccc5Sc5ccc(Cl)cc54)n3N)[nH]n2)cc1	-14	5
78	CCOC(=O)N1CCN(c2ncnc3c2cnn3-c2ccc(Cl)cc2)CC1	3	-11
79	C=CCN1C(=O)[C@@H](CC(=O)NCc2ccc(C)o2)[C@]2(C(=O)OCC)CCCCC/C=C/12	2	-20
80	Nc1[nH]c(C(=O)c2ccccc2)c(-c2ccc(Br)cc2)c1C(=O)c1ccccc1	6	-1
81	CC(C)CNC(=O)OCc1cn(Cc2ccc(Cl)cc2)nn1	2	-19
82	CCOC(=O)CC[C@@H]1CC[C@]2(CCCN(Cc3ccc(Cl)cc3)C2)O1	-7	-6
83	O=C(N[C@H](C(=O)N1CCC[C@H]1C(=O)NCCc1ccccc1Cl)c1ccccc1)c1ccccc1	9	-19
84	COc1cccc(C(=O)Nc2ccc(C(=O)NCC3COc4ccccc4O3)cc2)c1 (centres undefined)	-1	5
85	CCCCCCN(C(=O)CCCCCN1C(=O)NC(c2ccc(-c3ccccc3)cc2)C(C(=O)OCc2ccccc2)=C1C)C(C(=O)NCCCC)c1ccc(-c2ccccc2)cc1 (centres undefined)	-1	3
86	CN(CCO)c1cccc2c1S(=O)(=O)N(Cc1cn(Cc3cccc(F)c3)nn1)Cc1ccccc1O2	-7	21
87	Cc1cc(C)cc([C@H]2C[C@]34CN(Cc5ccccc5)S(=O)(=O)[C@H]3C[C@H]2O4)c1	-6	-57
88	CCC(CC)C(=O)Nc1cccc(SC)c1	8	-4
89	COC(=O)[C@]12C[C@H](CC(=O)N3CCCCC3)C(=O)N(CCC3=CCCCC3)C1=C[C@H](C(C)C)O[C@@H]2C1CC1	-4	24
90	Cc1ccc(C(=O)N(C)[C@H]2C[C@H]3c4[nH]c5c(-c6ccccc6)cccc5c4CCN3C(=O)[C@H]2[C@H](C)O)cc1	-2	2
91	O=C(CSc1nc2ccccc2o1)NN=C/C=C/c1ccccc1	-21	-44
92	Cc1ccc(Cn2cc(CN3[C@H](Cc4ccccc4)COc4cc(Br)ccc4S3(=O)=O)nn2)cc1	-10	13
93	COC(=O)c1cc2c(c3c4cc(C)ccc4n(S(=O)(=O)c4cccc(C)c4)c13)C(=O)N(C)C2	-9	-21
94	CN1C(=O)C[C@@](C#N)(C(=O)NCC(F)(F)F)[C@H]1c1ccccc1	-1	1
95	COC1C(O)CCC2(CO2)C1C1(C)OC1CC=C(C)C (centres undefined)	-9	-24
96	CCCC[C@H](C(=O)N(CC)c1ccccc1)[C@@H](O)c1ccc(C(C)=O)cc1	-5	6
97	O=C(CN1CCCc2ccccc21)NCc1ccc(F)cc1	5	-27
98	COC(=O)C1=C(C)N(Cc2cccc(C(F)(F)F)c2)C(=NCC2CC2)NC1c1cccc(C(F)(F)F)c1 (centres undefined)	11	-5
